Screening data from PubChem.
Nrf2 activator – activates Nrf2 signaling | AID 624171 | Potency, µM (titrated, usually from 46.1 µM), for inactives: at the top dose activation, most hits filed as activators | 0.31% of 410,000 active | AREc32 ARE-luciferase reporter (MCF7-derived line), luminescence, 24 h; also: % of control where 0% means no effect; nearly all actives have a fitted effect of over 65% in size
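AREc32 cells carrying an ARE-driven firefly luciferase reporter were seeded at 1000 cells/well in OPTI-MEM with 5% FBS, then exposed to compound for 24 hr at 37 deg C. Luminescence was read with Steady-Glo after 30 min at RT.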
A549 viability – A549 cytotoxicity, counter-screen for Nrf2 inhibitors. Potency, µM (titrated, usually from 46 µM), without a hit: at the top dose activity change, negative = cytotoxicity, actives largely listed as inhibitors. A549 ARE-Fluc cells, CellTiter-Fluor viability, 18-24 h. 0.16% of 390,000 active; also: % is scaled to controls: 0 for no effect and ±100 for the full control effect
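Cytotoxicity counterscreen: CellTiter-Fluor fluorescence was measured in A549 ARE_Fluc cells after 18-24 h of compound exposure in a concentration series. The subsequent BugLite luminescent read reports ARE-luciferase activity.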
Nrf2 block – blocks Nrf2 signaling. 2.1% of 360,000 active. A549 ARE-Fluc reporter, luciferase luminescence, 18-24 h. AID 504444. Potency, µM (titrated, usually from 46 µM), without a hit: top-dose activity change, negative = inhibition, actives largely listed as inhibitors; also: % is scaled to controls: 0 for no effect and ±100 for the full control effect; nearly all actives have a fitted effect of over 60% in size
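Nrf2 activity is the BugLite luminescence, read 15 min after reagent at room temperature, following CellTiter-Fluor cytotoxicity readout (30 min, 37C). Compound titrations were applied for 18-24 h to 5000 A549 ARE_Fluc cells/well in 5% FBS OPTI-MEM.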
ATXN2 expr inh – reduces ATXN2 reporter expression in HEK-293 cells. 0.72% of 360,000 active. AID 1745845. HEK-293 ATXN2-luciferase reporter, luminescence, 24 h. Potency, µM (doses to about 57 µM), without a hit: at the highest dose activity change, negative = inhibition, usual class: inhibitors; also: % is scaled to controls: 0 for no effect and ±100 for the full control effect; nearly all actives have a fitted effect of over 55% in size
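qHTS (up to 57 uM final) was run with 24 h compound exposure of reporter cells at 37 °C. Each well was multiplexed: SteadyGlo luminescence measured ATXN2-luciferase expression after a fluorogenic Gly-Phe-AFC viability readout (25 uM final).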
HepG2 tox – counter-screen for TGF-b inhibitors: cytotoxicity in HepG2 cells; 0.76% of 410,000 active; Potency, µM (series often up to 46.1 µM), without a hit: at the top dose activity change, negative = cytotoxicity, usual class: cytotoxic; HepG2 CAGA-GFP viability, ATP luminescence, 18 h; AID 588856; also: some results filed as inactive show a strong effect at the top dose
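HepG2 CAGA-GFP cells (1000/well, DMEM with 1% FBS) received compound, then TGF-beta at 500 pg/mL final, and were incubated 18 hours at 37 degrees C. Viability was read by CellTiter-Glo luminescence. Media-only wells were set as complete cell-killing and DMSO as no toxicity.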
S2 tox – reduces viability in counter-screen for ATXN expression inhibitors | Potency, µM (series often up to 56.7 µM), most hits filed as cytotoxic | S2 cells (HEK-293 line with an ATXN2-luciferase reporter) viability, CellTiter-Fluor protease fluorescence, 24 h | 0.49% of 400,000 active; also: nearly all actives have a fitted effect of over 40% in size
TGFb SMAD3 inh – inhibitors of TGF-b signaling | HepG2 CAGA-GFP TGF-b/SMAD3 reporter, GFP fluorescence, 18 h; TGF-beta stimulated, 500 pg/mL final | Potency, µM (highest dose often 46.1 µM), for the others: at the highest dose activity, negative = inhibition, hits mostly inhibitors | 1.2% of 410,000 active; also: % is scaled to controls: 0 for no effect and ±100 for the full control effect; nearly all actives have a fitted effect of over 65% in size
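Per well, imaged GFP fluorescence of HEPG2 CAGA-GFP cells gives the signal; cells get compound, then TGF-beta (500 pg/mL final), 18 h at 37 degrees C; %Activity versus -TGF-beta and +DMSO controls.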
MCF10A rerep – inducers of DNA re-replication in MCF 10A breast cells; MCF 10A DNA re-replication, Hoechst nuclear intensity, 48 h; 2.9% of 350,000 active; Potency, µM (doses to about 46.1 µM), for the others: at the top dose activity, positive = re-replication, actives largely listed as activators; also: % of control where 0% means no effect; nearly all actives have a fitted effect of over 50% in size
EPAC2 antag – antagonists of human EPAC2; Q8WZA2; EPAC2 GEF exchange of Rap1B-BODIPY-GDP, fluorescence; Potency, µM (titrated, usually from 114 µM), for inactives: at the highest dose activity, negative = inhibition, usual class: inhibitors; 0.18% of 360,000 active; AID 720708; also: % is scaled to controls: 0 for no effect and ±100 for the full control effect; nearly all actives have a fitted effect of over 45% in size; many of its hits are not listed in these tables
Target sequence (Q8WZA2 whole entry, looked up): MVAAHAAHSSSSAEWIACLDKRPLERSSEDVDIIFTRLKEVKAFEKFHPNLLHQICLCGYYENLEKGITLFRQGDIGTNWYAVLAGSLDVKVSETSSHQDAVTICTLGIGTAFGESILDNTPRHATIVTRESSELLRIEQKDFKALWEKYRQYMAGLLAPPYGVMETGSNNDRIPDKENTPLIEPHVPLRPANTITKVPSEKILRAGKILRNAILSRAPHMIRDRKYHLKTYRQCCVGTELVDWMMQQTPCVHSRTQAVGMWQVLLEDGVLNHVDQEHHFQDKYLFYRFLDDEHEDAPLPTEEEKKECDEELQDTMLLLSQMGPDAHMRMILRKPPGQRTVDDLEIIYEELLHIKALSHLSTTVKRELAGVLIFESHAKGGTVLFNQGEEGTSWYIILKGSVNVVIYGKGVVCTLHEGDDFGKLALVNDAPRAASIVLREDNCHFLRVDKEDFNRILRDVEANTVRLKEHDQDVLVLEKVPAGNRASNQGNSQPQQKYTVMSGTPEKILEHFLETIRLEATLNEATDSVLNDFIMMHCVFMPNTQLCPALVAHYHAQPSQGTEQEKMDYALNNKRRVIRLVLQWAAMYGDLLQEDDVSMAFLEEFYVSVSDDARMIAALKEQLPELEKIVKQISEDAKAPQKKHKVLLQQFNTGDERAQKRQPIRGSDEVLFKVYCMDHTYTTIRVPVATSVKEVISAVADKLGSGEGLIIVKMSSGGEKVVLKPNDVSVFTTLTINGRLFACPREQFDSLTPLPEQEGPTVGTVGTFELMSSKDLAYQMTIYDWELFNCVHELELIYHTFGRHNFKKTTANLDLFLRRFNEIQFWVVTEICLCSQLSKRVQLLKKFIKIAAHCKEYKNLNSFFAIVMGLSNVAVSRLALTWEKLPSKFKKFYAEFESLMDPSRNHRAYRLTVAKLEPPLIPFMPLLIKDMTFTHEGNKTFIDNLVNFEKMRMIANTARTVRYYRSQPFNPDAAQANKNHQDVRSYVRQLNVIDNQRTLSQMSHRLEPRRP
The depositor's hits bear a star; i = inactive; ? = inconclusive; . = not tested or not shown; [ ] = dose if it differs, or a comment. Calls follow the shape of the dose curve; as a rule, active = well fitted curve in the direction sought with a large enough effect; inconclusive = small, poorly fitted or top-dose-only effect, or another doubt; inactive = no such curve, though single readings can be large; an effect the other way counts as inactive or inconclusive. Potency is read from the fitted curve at half-maximal effect. These rows are one share of the data (hit frequency here may not be typical).

No.	Structure	Nrf2 activator	A549 viability	Nrf2 block	ATXN2 expr inh	HepG2 tox	S2 tox	TGFb SMAD3 inh	MCF10A rerep	EPAC2 antag
1	COc1ccc(NC(=O)COC(=O)c2ccc(S(=O)(=O)N3CCCCCC3)cc2)c(OC)c1	-0.9%	-3%	-3%	-3%	-2%	?	-6%	-3%	9%
2	CCc1ccccc1NC(=O)CSc1nnc([C@H](CCSC)NC(=O)OC(C)(C)C)o1	-0.5%	-7%	8%	-3%	-31%	i	14%	-7%	-4%
3	c1ccc(-c2[nH]ncc2CN2CCc3ccccc3C2)cc1	0.4%	1%	3%	4%	10%	i	-19%	?	6%
4	O=C1CN(C(=O)N[C@@H](Cc2ccccc2)C(=O)N[C@H](C(=O)O)c2ccccc2)c2ccccc2N1	-0.1%	0%	5%	1%	-12%	i	-12%	5%	-5%
5	CCCOc1ccc(C2=CC(=O)C[C@H](c3ccc(OC)cc3)C2)cc1	5.7%	5%	16%	61%[activator]	-5%	i	?	-9%	-2%
6	COc1ccc(CCn2c(N)cc(=O)[nH]c2=O)cc1OC	-0.6%	6%	4%	-6%	-19%	i	-6%	-6%	-4%
7	COC(C(=O)NC1CC1)c1ccccc1 (configuration not stated)	-1.6%	-1%	6%	-6%	1%	i	-7%	-6%	3%
8	CC(=O)CCC(=O)CNC(=O)CC[C@H]1O[C@@H](n2ccc(=O)[nH]c2=O)[C@H](O)[C@@H]1O	-0.3%	.	.	2%	-24%	i	6%	.	6%
9	Cc1[nH]c(=O)[nH]c(=O)c1/C=N/NC(=O)[C@@H](N)CC(C)C	4.1%	8%	23%	.	0%	i	4%	1%	7%
10	CCOc1ccc(OCC)c(NC(=O)C2CCN(S(=O)(=O)c3c(C)[nH]c(=O)[nH]c3=O)CC2)c1	-0.2%	-4%	-7%	-28%	-1%	i	16%	22%	-1%
11	Cc1ccccc1N1CCN(S(=O)(=O)c2ccc3ccccc3c2)CC1	3.5%	11%	?	-2%	0%	i	-28%	18%	1%
12	Cc1cc(NC(=O)COC(=O)c2ccccc2[N+](=O)[O-])no1	3.5%	-2%	9%	-30%	3%	?	8%	12%	4%
13	COC(=O)NNC(=O)C1CCC(C(=O)NNC(=O)OC)CC1 (configuration not stated)	-0.9%	0%	0%	-14%	7%	i	4%	2%	-26%
14	CCCCOc1ccc(C(=O)CCN2CCOCC2)cc1	?	1%	1%	19µM*	-69%	.	?	?	-2%
15	COc1ccc(CC(=O)OCC(=O)c2c[nH]c3ccccc23)cc1	3.2%	0%	9%	0%	1%	i	0%	3%	-10%
16	CC(C)COc1nc2ccccc2nc1N1CCN(C)CC1	-0.6%	-8%	11%	-18%	-13%	i	-16%	3%	-7%
17	Cc1ccccc1-c1nc(CN2CCC(C(=O)NCc3ccc(F)cc3)CC2)c(C)o1	3.8%	-13%	2%	-28%	-32%	?	-27%	.	.
18	O=C(O)c1ccccc1NC(=O)N1c2ccccc2Sc2ccccc21	0.6%	0%	-12%	-10%	-48%	i	?	.	.
19	CC1(C)NC(=O)N(CC(=O)N2CCN(S(=O)(=O)c3cc(Cl)ccc3Cl)CC2)C1=O	-1.2%	0%	8%	.	0%	.	4%	0%	-3%
20	COc1ccc(-c2c(C)nc3c(-c4ccc(F)cc4)cnn3c2N)cc1	4.0%	-1%	13%	.	-2%	i	3%	-2%	3%
21	O=C(Nc1cccc2ccccc12)c1ccc(Br)o1	7.2%	-7%	2%	2%	25%	i	13%	-1%	-6%
22	CC(C)C1CCN(C(=O)C2CCC(=O)N(CCc3ccc(Cl)cc3)C2)CC1 (configuration not stated)	-0.8%	-5%	-30%	-5%	-37%	i	?	14%	-4%
23	CCOC(=O)c1c(S(=O)(=O)N2CCC(C(=O)N3CCN(c4ccccc4F)CC3)CC2)c(C)n(C)c1C	-0.7%	1%	.	-14%	-8%	i	12%	.	.
24	O=C(O)c1cc(S(=O)(=O)Nc2ccc3cn[nH]c3c2)ccc1Br	3.2%	3%	-10%	-13%	-45%	i	20%	9%	-3%
25	CCN(CC)c1ccc2cc(-c3nc4ccccc4n3C)c(=O)oc2c1	-0.4%	?	?	23%	-12%	.	?	?	17%
26	CCOc1ccc2c(c1)c(=O)c(S(=O)(=O)c1ccc(F)cc1)cn2CC(=O)Nc1ccccc1C	0.5%	-4%	6%	-3%	4%	i	-1%	.	.
27	CC(=O)N1CCc2cc(S(=O)(=O)NC(C(=O)Nc3nc(C)cs3)C(C)C)ccc21 (configuration not stated)	-0.7%	1%	5%	-6%	4%	i	5%	-2%	11%
28	CC1CCc2c(sc(NC(=O)/C=C/c3cccs3)c2C(=O)O)C1 (configuration not stated)	15%	-24%	6.5µM*	4%	-8%	?	-7%	-6%	-6%
29	O=C(CN1C(=O)c2ccc([N+](=O)[O-])cc2C1=O)NC1CCS(=O)(=O)C1 (configuration not stated)	-0.8%	6%	-3%	2%	10%	i	-2%	0%	18%
30	CCOCCCNC(=O)c1ccc(Cn2c(=O)c3cccn3c3cccnc32)cc1	-0.8%	3%	-1%	.	8%	.	?	.	.
31	O=[N+]([O-])c1cc(CN(CCO)CCO)ccc1O	-0.4%	1%	-9%	10%	11%	i	7%	-6%	-8%
32	CCCNC(=O)C(Cc1cccc(C#N)c1)NC(=O)c1ccc(C#N)cc1 (configuration not stated)	-0.9%	1%	-2%	6%	-50%	i	-24%	2%	0%
33	CC1=C(C(=O)OCC2CCCO2)C(c2coc3ccc(C)cc3c2=O)C2=C(CCCC2=O)N1 (configuration not stated)	2.7%	-11%	?	-3%	-2%	i	1%	-1%	15%
34	CC(C)(C)c1ccc(S(=O)(=O)N2CCN(c3ccccn3)CC2)cc1	-0.2%	4%	5%	-2%	14%	i	7%	-1%	13%
35	CCOc1ccc(-c2ncncc2-c2ccc(OC)c(OC)c2)c(O)c1	0.9%	0%	8%	20%	-5%	i	-10%	-6%	-17%
36	COc1ccc(CNC(=O)CN(C(=O)c2ccc(CN3CCOCC3)o2)C2CCCC2)cc1	-0.3%	-3%	?	1%	3%	i	-6%	-3%	7%
37	CC1(C(=O)NS(=O)(=O)c2ccccc2)CCN1C(=O)Cc1cc(F)ccc1F (configuration not stated)	0.5%	.	.	2%	6%	i	51%	.	0%
38	CCc1cc(C(=O)N(CCCOC)c2c(N)n(Cc3ccccc3)c(=O)[nH]c2=O)sc1C	-0.3%	-3%	-2%	2%	9%	i	10%	21%	1%
39	Cc1ccc(Cn2c(=O)c3ccccc3n3c(CCC(=O)O)nnc23)cc1	0.2%	10%	25%	4%	-3%	i	13%	1%	-22%
40	COc1ccc(NC(=O)CCN2C(=O)/C(=C/c3ccc4c(c3)OCO4)SC2=S)cc1	-0.3%	-5%	-9%	?	17%	i	2%	-13%	0%
41	CCOc1ccc(CCNC(=O)c2cc3c(s2)-c2c(C)cccc2OC3)cc1	-0.6%	0%	-10%	-12%	21%	i	28%	.	.
42	O=C(O)CCCc1nc2ccccc2s1	-1.0%	-4%	?	-15%	-1%	i	-6%	1%	1%
43	Cc1ccc(C(=O)N/C(=C\c2ccc(C(C)C)cc2)C(=O)NCCCN2CCOCC2)cc1	0.6%	-17%	-20%	4%	22%	i	-6%	-3%	-1%
44	CC(=O)Nc1ccc(S(=O)(=O)Nc2ccn(Cc3ccccc3Cl)n2)cc1	0.3%	11%	-3%	2%	2%	i	1%	3%	2%
45	CCCCN(C(=O)Cn1nnc2ccccc21)C(C(=O)NCCOC)c1ccccc1 (configuration not stated)	-0.8%	-5%	-8%	1%	-20%	i	2%	9%	3%
46	Cc1cc(Cl)ccc1N=c1ssnc1Cl	4.6%	-11%	?	-21%	-23%	i	7.9µM*	?	10%
47	CN(Cc1nc(Cc2ccccc2F)no1)Cc1cccc2ncccc12	0.2%	-21%	18µM*	-13%[11.3 µM]	-1%	i	-20%	4%	?
48	CCCCCCCNC(=O)C1(CC2CC(c3ccc(Cl)cc3)=NO2)CCN(C(=O)Cc2ccc(F)cc2)CC1 (configuration not stated)	-0.6%	-7%	-2%	0%	-4%	i	0%	15%	-4%
49	CCOCCn1c(=NC(=O)c2ccc(S(=O)(=O)N3CCOCC3)cc2)sc2cc(S(N)(=O)=O)ccc21	0.0%	-1%	?	-14%	0%	i	0%	2%	3%
50	COc1ccc(OC)c(S(=O)(=O)Nc2ccccc2C)c1	0.3%	4%	-8%	-16%	5%	i	-10%	25%	5%
51	O=C(C1CCC1)N1CCN(S(=O)(=O)c2cccc(F)c2)CC1	-0.1%	-6%	-5%	-5%	-2%	i	0%	-2%	-1%
52	Cc1ccc(S(=O)(=O)NCCC(=O)Oc2ccc3ccc(=O)oc3c2)cc1	0.3%	-2%	3%	22%	-19%	.	-17%	-17%	-11%
53	CN(C)c1cccc(C(=O)OC(C(=O)Nc2ccc([N+](=O)[O-])cc2Br)c2ccccc2)c1 (configuration not stated)	-0.7%	-8%	-13%	-12%	28%	i	10%	4%	0%

Profiles, looked up by structure. Values in the order: Nrf2 activator, A549 viability, Nrf2 block, ATXN2 expr inh, HepG2 tox, S2 tox, TGFb SMAD3 inh, MCF10A rerep, EPAC2 antag
O=[N+]([O-])c1cc(CN(CCO)CCO)ccc1O reads -0.4%, 1%, -9%, 10%, 11%, i, 7%, -6%, -8%
CC1CCc2c(sc(NC(=O)/C=C/c3cccs3)c2C(=O)O)C1 (configuration not stated) reads 15%, -24%, 6.5µM*, 4%, -8%, ?, -7%, -6%, -6%
CCCCCCCNC(=O)C1(CC2CC(c3ccc(Cl)cc3)=NO2)CCN(C(=O)Cc2ccc(F)cc2)CC1 (configuration not stated) reads -0.6%, -7%, -2%, 0%, -4%, i, 0%, 15%, -4%
